# CRFR2-BP antag = antagonists of CRF-binding protein/CRF-R2 receptor complex; HEK293 CRF-R2/CRF-BP, CRF-induced calcium fluorescence; inhibition, % at 11.8 µM; 350,000 compounds, 0.59% hits; AID 588475;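 active means inhibition of the ligand-induced calcium signal above about 50% at the single tested concentration, limit read from the data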
# IMP-1 inhibitor = blocks Pseudomonas aeruginosa IMP-1 metallo-beta-lactamase; purified IMP-1, nitrocefin hydrolysis, epi-absorbance fluorescence; inhibition, % at 5.6 µM; 290,000 compounds, 0.45% hits;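 active means inhibition above the mean plus 3 SD of all compounds in the same screening run, cut at about 4.5% in these data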;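 further: 0% = IMP-1 with DMSO and 100% = DMSO wells lacking enzyme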
#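 Assay system: purified recombinant IMP-1 beta-lactamase. Input: IMP-1 0.2 nM before substrate addition. Buffer or medium: Zinc- and detergent-supplemented HEPES buffer, pH 7.1. Schedule: 25 °C, 15 min preincubation, 25 min reaction. Signal: Epi-absorbance fluorescence, 480 nm excitation, 530 nm emission. Evaluation: percent inhibition from optical density relative to buffer-blank wells.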
# HCV NS3 hel inh = HCV NS3 helicase inhibition. 290,000 compounds, 0.56% hits. inhibition, % at 10.9 µM. NS3 helicase DNA unwinding, Cy5 molecular beacon fluorescence. AID 1800;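 active means inhibition above the mean of all tested compounds plus 3 SD, set per campaign, cut at about 35% in these data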;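 further: 0% = DMSO wells and 100% = thioflavine S control wells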
#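 test system = hepatitis C virus NS3 helicase domain fragment enzyme | reagent = annealed dual-labelled DNA beacon duplex, ATP-started | times = 1 h at 25 °C | detection = Cy5 fluorescence, 0 and 60 min reads | read-out basis = percent inhibition from t60/t0 fluorescence ratio | control set = DMSO and thioflavine S | replication = one well per compound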
# IDE act = boosts human insulin-degrading enzyme activity in HEK cells. FAbeta-B cleavage, fluorescence polarization; 0% vehicle, 100% cell-free pure enzyme wells. 340,000 compounds, 0.073% hits. AID 493087. activation, % at 5.96 µM;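 active means activation above the mean of all tested compounds plus 3 SD, set per screening campaign, cut at about 17% in these data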
# IDE cell inh = inhibits human insulin-degrading enzyme in HEK cells; P14735; FAbetaB cleavage, fluorescence polarization; inhibition, % at 5.59 µM; 320,000 compounds, 0.41% hits;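 active means percent inhibition above the average of all tested compounds plus 3 SD, set per screening campaign, cut at about 16% in these data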;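 further: IDE supplied by intact live HEK cells; FP after avidin binding of uncleaved biotin substrate so inhibition keeps polarization high; 0% = DMSO wells and 100% = 60 µM reference IDE inhibitor Ii1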
# GalR3 antag = human GalR3 antagonism. inhibition, % at 3 µM. HEK293 GalR3-CNG cAMP membrane potential fluorescence; galR3 body fused to GalR1 C-terminus. 360,000 compounds, 0.44% hits. O60755;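 active means inhibition above the screen-wide average plus 3 SD, cut at about 13% in these data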;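 further: forskolin and galanin both at EC90 stimulate the cells; cAMP rise reported by CNG channel membrane potential dye signal; 0% = forskolin plus galanin with DMSO and 100% = forskolin alone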
# Target sequence (O60755 1-299 limits assumed): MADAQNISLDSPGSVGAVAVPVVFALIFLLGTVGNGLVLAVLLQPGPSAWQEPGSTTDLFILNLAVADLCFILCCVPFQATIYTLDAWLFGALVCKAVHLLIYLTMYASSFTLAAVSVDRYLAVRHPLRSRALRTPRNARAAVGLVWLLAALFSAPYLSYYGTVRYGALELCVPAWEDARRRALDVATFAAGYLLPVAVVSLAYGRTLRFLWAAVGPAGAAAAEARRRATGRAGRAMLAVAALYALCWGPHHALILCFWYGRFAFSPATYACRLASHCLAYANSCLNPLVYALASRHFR
# pCIP destab = p/CIP protein destabilization; Q05BA5; F442A p/CIP-EGFP cells, EGFP fluorescence, 16 h; decrease of EGFP signal, % at 10 µM; 290,000 compounds, 0.01% hits; AID 1984;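 active means EGFP signal decrease of at least 30% at 10 µM or well 3 SD below plate mean, unless failing retest; inactive means the rest, including hits failing retest or dose response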; further: some compounds called inactive have numbers as strong as hits; many of its hits are not listed in these tables
# SUMO HTRF inh = blocks human SUMOylation mediated by UBC9; inhibition, % at 35 µM; P63279; 290,000 compounds, 0.36% hits; HTRF SUMOylation assay, SAE1/SAE2 + UBC9, in vitro; in the data active means inhibition above about 50%, passing the limit was not always enough; further: strong numbers were not always called active
# Target sequence (P63279 whole entry, looked up): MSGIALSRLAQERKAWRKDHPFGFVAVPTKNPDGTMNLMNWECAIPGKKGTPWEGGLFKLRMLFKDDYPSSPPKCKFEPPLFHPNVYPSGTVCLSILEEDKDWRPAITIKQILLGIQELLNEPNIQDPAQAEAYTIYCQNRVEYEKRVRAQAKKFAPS
# VIM-2 inhibitor = blocks Pseudomonas aeruginosa VIM-2 metallo-beta-lactamase; purified VIM-2, nitrocefin hydrolysis, epi-absorbance fluorescence; inhibition, % at 5.6 µM; 290,000 compounds, 0.89% hits; AID 1527;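 active means inhibition above the mean of all tested compounds plus 3 SD, cutoff set per screening run, cut at about 7.5% in these data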;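 further: red hydrolysis product quenches plate fluorescence so inhibitors raise well fluorescence; 0% = enzyme with DMSO and 100% = DMSO without enzyme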
# * marks the source's active call; other numbers are inactive results; · = no result given.
SMILES,CRFR2-BP antag,IMP-1 inhibitor,HCV NS3 hel inh,IDE act,IDE cell inh,GalR3 antag,pCIP destab,SUMO HTRF inh,VIM-2 inhibitor
O=C(O)c1cc(NN=C2CCN(Cc3ccccc3)CC2)ccc1Cl,0,0.2,8,-1,-1,-6,6,12,0.8
NC(=O)c1c(NC(=S)Nc2ccccc2)sc2c1CCCC2,-7,-3.0,13,1,3,-4,9,-19,-5.1
CN1C[C@@H]2C(c3ccccc3)C3(c4ccc(C#N)cc4)CC2(C3)[C@H]1c1ccccc1 (stereo partly drawn),21,·,·,2,3,-4,4,-11,·
CC(=O)Nc1ccc(Nc2cc(C)nc3c(-c4ccccc4)c(C)nn23)cc1,-17,-1.7,-14,2,4,1,6,25,5.7
COc1ccc(C2=Nn3c(nnc3C(F)(F)F)SC2)cc1,13,-2.2,1,-2,-5,-9,10,-2,1.1
C#CCNC(=O)C1=C[C@@H](c2cn(C(C)=O)c3ccccc23)C[C@@H](OCc2ccc(CO)cc2)O1,-6,-0.5,-11,3,2,-7,-11,11,-0.7
O=c1[nH]cnc2onc(-c3ccc(F)cc3)c12,8,-1.6,0,6,1,-11,2,-7,0.6
Cn1nnnc1SCc1cccc2ccccc12,12,-3.9,-4,3,-7,2,2,-2,-1.8
O=C(NC(NC(=S)Nc1c(Cl)cc(Cl)cc1Cl)C(Cl)(Cl)Cl)OCc1ccccc1 (stereo not drawn),-110,-2.0,3,-6,-1,-3,-5,4,-0.8
CCC(C)c1ccc(NC(=O)COC(=O)C2CCCC2)cc1 (stereo not drawn),-21,·,·,3,5,-4,·,·,·
CCC(C)[C@H](NC(=O)NCc1ccc(Cl)cc1)C(=O)OC (stereo partly drawn),-5,0.0,0,6,2,-6,-13,29,1.2
COC1(NC(=O)c2ccccc2)C(C)=CC(=O)C=C1C,-12,-1.7,7,5,1,1,5,10,0.4
CCOC(=O)COc1ccc(S(=O)(=O)Nc2ccc(C)cc2)cc1,-30,-4.0,4,-4,-1,-8,-4,-3,0.5
CCCOC(=O)c1cc(-c2ccc(C=O)o2)ccc1Cl,-60,-1.6,9,4,4,-3,0,0,-2.9
CC(=O)Nc1ccc(NS(=O)(=O)c2ccc3c(c2)NC(=O)CC(=O)N3)cc1,4,-3.7,3,4,3,-6,2,9,-4.1
CC(=O)c1cccc(NC(=S)NC(=O)Cc2ccc(Cl)cc2)c1,-87,-2.3,0,4,4,-5,0,9,-3.5
CCc1c(C)nc2cc(-c3cc(OC)cc(OC)c3)nn2c1N1CCCC1,1,-0.4,-11,0,-1,-7,13,-34,-0.2
COc1cc(C(C)=O)ccc1COc1ccc(C(=O)OCC(N)=O)cc1OC,11,-0.8,6,2,-3,-10,-10,15,-1.1
O=c1cc(-c2ccccc2)nc(SCc2ccccc2F)[nH]1,14,-3.6,5,1,-1,-6,-11,23,-2.8
CC(C)(C)C1CCC(=NNC(=S)NCc2ccccc2)CC1 (stereo not drawn),-10,-4.2,-15,8,6,1,10,21,-1.5

# Three structures already listed, arranged by length of the SMILES, falling:
SMILES,CRFR2-BP antag,IMP-1 inhibitor,HCV NS3 hel inh,IDE act,IDE cell inh,GalR3 antag,pCIP destab,SUMO HTRF inh,VIM-2 inhibitor
CCc1c(C)nc2cc(-c3cc(OC)cc(OC)c3)nn2c1N1CCCC1,1,-0.4,-11,0,-1,-7,13,-34,-0.2
O=C(O)c1cc(NN=C2CCN(Cc3ccccc3)CC2)ccc1Cl,0,0.2,8,-1,-1,-6,6,12,0.8
NC(=O)c1c(NC(=S)Nc2ccccc2)sc2c1CCCC2,-7,-3.0,13,1,3,-4,9,-19,-5.1

# The list continues.
SMILES,CRFR2-BP antag,IMP-1 inhibitor,HCV NS3 hel inh,IDE act,IDE cell inh,GalR3 antag,pCIP destab,SUMO HTRF inh,VIM-2 inhibitor
O=C1NN(c2ccc(F)c(Cl)c2)C(=O)/C1=C\c1cccc(OC(=O)c2cccs2)c1,-10,-0.1,5,3,-2,-3,1,6,-2.7
S=c1[nH]nc(-c2ccco2)n1Cc1ccccc1,-2,0.5,1,-1,7,-5,-7,7,26*
COc1ccccc1N1CCN(C(=O)CCc2ccc(S(=O)(=O)NC(C)C)cc2)CC1,0,-1.9,-5,1,-4,-7,-3,18,-1.0
O=C(Cc1c(F)cccc1Cl)Nc1ccccn1,-6,-2.6,12,1,·,-12,-4,7,-2.4
CC(C)OC(=O)c1ccc(OC(=O)c2cccnc2)cc1,-40,-0.9,4,2,2,-2,-9,0,0.1
COc1cccc(C(C(=O)NC2CCCCC2)N(C(=O)c2ccco2)c2ccc(-n3cnnn3)c(C)c2)c1 (stereo not drawn),21,-0.8,-5,3,0,0,-2,-27,-1.4
N#CC1=C(N)C(C#N)(C#N)[C@H](c2ccncc2)[C@H]2CN(C(=O)OCc3ccccc3)CC=C12,12,-2.1,7,-12,10,2,4,8,-0.5
Cc1ccc(NC(=O)Nc2ccc3c(c2)OCO3)cc1F,3,-2.9,-4,-9,0,-4,5,16,-0.7
N#Cc1ccc(-c2cccnc2)nc1SCC(=O)Nc1sc2c(c1C#N)CCC2,-7,-2.7,1,-14,9,·,-14,11,1.8
Cc1cccc(NC(=O)C2(c3cccs3)CCOCC2)c1,15,-2.0,11,-1,-2,2,-14,-16,-1.7
Cc1cc(-c2ccccc2)n2nc(C)c(C#N)c2n1,9,-2.3,6,0,0,-1,-1,35,6.1
COc1cc2nc(SCc3c(C)noc3C)n(CCC3=CCCCC3)c(=O)c2cc1OC,17,1.1,-8,1,1,-3,-4,-9,0.7
Cc1ccc(C)c(C(=O)CN2C(=O)NC3(CCc4ccccc43)C2=O)c1 (stereo not drawn),-15,·,·,0,0,-8,·,·,·
Cc1ccc(S(=O)(=O)Nc2ccc(N3CCOCC3)cc2)cc1[N+](=O)[O-],1,-3.3,-1,5,1,-3,-4,7,-1.6
Cc1cc(C)nc(SCC(=O)Nc2sc3c(c2C#N)CCC(C)C3)n1 (stereo not drawn),-10,-2.0,-12,3,0,-4,·,·,-2.8
COc1ccc(S(=O)(=O)N2CC(=O)Nc3ccccc32)cc1,6,-1.7,4,2,-2,-5,1,6,-1.9
COc1ccc(CCNC(=O)CSc2nc3[nH]ncc3c(=O)n2-c2ccc(Br)cc2)cc1OC,28,-3.1,-4,6,5,4,4,-12,-4.6
Nc1ccc(-c2cc3ccccc3oc2=O)cc1,11,-2.0,4,2,0,-11,-8,13,0.0
C/C(=C\c1ccc(N)cc1)c1nc2ccccc2[nH]1,15,-1.8,8,6,-8,-4,-6,18,-2.1
CCCC(OC(=O)CC1Sc2ccccc2NC1=O)C(=O)NCc1ccco1 (stereo not drawn),-21,-2.7,13,-1,0,-3,7,1,-2.1
COc1ccc(NC(=O)N2CCCCC2)cc1,33,-1.4,12,0,3,-6,-14,17,-2.1
COc1cc(/C=C/C(=O)OCc2c(C)noc2C)ccc1OC(F)F,9,-2.5,7,1,4,-5,-15,12,-4.2
COc1ccccc1NC(=O)COc1ccccc1C(=O)c1cnn(-c2ccccc2)c1,-17,-2.4,8,0,1,-2,-1,-12,-1.1
CCOC(=O)CN1C(=O)c2ccccc2C1=O,-1,-6.0,-4,4,-2,-4,-2,16,-1.4
O=C(O)CN(c1ccccn1)S(=O)(=O)c1ccccc1,0,-3.2,9,-2,-1,-3,9,-10,-3.1
Cc1sc2ncnc(N3CCC(C(=O)NNC(=O)COc4ccccc4F)CC3)c2c1C,17,·,·,2,4,-3,·,·,·
C#Cc1ccc([C@H]2C=C(C(=O)NCc3nc4ccccc4[nH]3)O[C@@H](OCC)[C@@H]2CCCO)cc1,1,·,·,-2,3,-4,·,·,·
CC(NCc1ccc2c(c1)OCO2)C(=O)NC1CCCc2ccccc21 (stereo not drawn),18,-1.4,-5,2,7,-2,-1,7,-3.1
O=C(c1ccc(Cl)cc1Cl)N1CCN(c2ccccn2)CC1,3,0.3,10,1,0,-2,4,-4,1.1
CC1CCc2nc(NCCO)nc(C(F)(F)F)c2C1 (stereo not drawn),-2,-3.8,-2,-1,3,-1,7,0,-5.1
O=C(N/N=C/c1cccnc1)/C(=C\c1cccs1)NC(=O)c1ccccc1,7,-4.1,3,2,2,-4,-1,8,-5.6
CCOc1cccc(C2C(C(=O)c3ccc(C)o3)=C(O)C(=O)N2CCCn2ccnc2)c1 (stereo not drawn),-1,·,·,-2,3,-3,·,·,·
CCCN(CC(=O)Nc1ccccc1OC)C(=O)CSc1nc(C)cc(C)n1,3,·,·,0,-2,-2,·,·,·
Cc1cc(N2C(=O)C3C4CC(C(Br)C4Br)C3C2=O)no1 (stereo not drawn),-17,-2.0,-9,2,-1,-2,7,-4,-2.6
Cn1c(SCC(=O)N2CCc3ccccc32)nnc1C1CC1,5,-1.9,1,-1,3,-2,-6,5,-0.7
CCC(c1nnnn1CCOC)N1CCN(Cc2ccccc2OC)CC1 (stereo not drawn),10,-5.1,0,4,2,-3,-8,11,-4.1
Cc1ccc(CNCC(O)(c2ccccc2)c2ccc(F)cc2)cc1 (stereo not drawn),-15,-1.3,-23,-2,8,-8,-23,7,-2.4
O=CC1=C(N2CCOCC2)/C(=C\c2ccccc2)CC1,-26,-1.9,15,-1,4,-6,12,2,-0.5
Cc1ccc(C2(C)NC(=O)N(CC(=O)Nc3ccc(N4CCOCC4)cc3N3CCOCC3)C2=O)cc1 (stereo not drawn),-21,·,·,3,6,0,·,·,·

# Molecules from the list above with an NH in an aromatic ring:
SMILES,CRFR2-BP antag,IMP-1 inhibitor,HCV NS3 hel inh,IDE act,IDE cell inh,GalR3 antag,pCIP destab,SUMO HTRF inh,VIM-2 inhibitor
O=c1[nH]cnc2onc(-c3ccc(F)cc3)c12,8,-1.6,0,6,1,-11,2,-7,0.6
O=c1cc(-c2ccccc2)nc(SCc2ccccc2F)[nH]1,14,-3.6,5,1,-1,-6,-11,23,-2.8
S=c1[nH]nc(-c2ccco2)n1Cc1ccccc1,-2,0.5,1,-1,7,-5,-7,7,26*
COc1ccc(CCNC(=O)CSc2nc3[nH]ncc3c(=O)n2-c2ccc(Br)cc2)cc1OC,28,-3.1,-4,6,5,4,4,-12,-4.6
C/C(=C\c1ccc(N)cc1)c1nc2ccccc2[nH]1,15,-1.8,8,6,-8,-4,-6,18,-2.1
C#Cc1ccc([C@H]2C=C(C(=O)NCc3nc4ccccc4[nH]3)O[C@@H](OCC)[C@@H]2CCCO)cc1,1,·,·,-2,3,-4,·,·,·

# Screening results from PubChem BioAssay.
